NRP1-CendR mod: NRP-1/CendR interaction modulation. O14786. FAM-RPARPAR peptide binding to NRP-1, fluorescence polarization. inhibition, % at 25 µM. actives 0.85% (n = 360,000). AID 602438;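 active = inhibition or corrected inhibition above about 18%, plus a signal ratio from 0.5 to 1.5, limit read from the data, passing the limit was not always enough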; also: strong numbers were not always called active
FAS TE block: inhibitors of human fatty acid synthase thioesterase domain; recombinant FAS-TE, OMFH fluorogenic substrate, fluorescence endpoint; inhibition, % at 15 µM; P49327; AID 602261; actives 0.67% (n = 360,000);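 active = compounds whose normalised, plate-corrected inhibition of enzyme fluorescence in the single-dose primary screen is 50% or more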;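 also: 0% = DMSO with enzyme and 100% = substrate without enzyme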
E coli Lon inh: inhibitors of E. coli Lon protease. P0A9M0. purified E. coli Lon protease, fluorescence polarization. inhibition, % at 7.94 µM. actives 0.42% (n = 360,000). AID 602123; in the data active = inhibition above about 13%, passing the limit was not always enough;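 also: 0% = enzyme with probe and DMSO and 100% = no enzyme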
Tb MetRS inh: Trypanosoma brucei MetRS inhibition. purified T. brucei MetRS, ATP depletion, Kinase-Glo luminescence. actives 0.4% (n = 360,000). AID 624268. inhibition, % at 11.9 µM;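 active = inhibition above a per-plate cutoff of the control wells' mean inhibition plus 3 SD, cut at about 5.5% in these data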;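 also: 0% = DMSO wells median and 100% = median of wells with control inhibitor compound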
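Material – parasite MetRS enzyme · Medium – HEPES-MgCl2-KCl buffer plus DTT, spermine, BSA, pyrophosphatase · Reagent – ATP, methionine and E. coli bulk tRNA substrates · Times – 15 min enzyme-compound preincubation, 2 h reaction, 10 min detection, 25 °C · Measured by – luminescence of leftover ATP · Evaluation – percent inhibition relative to median high and low control wells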
PABP1 MLLE inh: inhibitors of microRNA-mediated deadenylation, human PABP1 MLLE binding. AID 588489. inhibition, % at 20 µM. GST-MLLE / FITC-PAM2 fluorescence polarization. actives 0.36% (n = 360,000); in the data active = inhibition above about 35%, passing the limit was not always enough;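 also: plate controls were DMSO wells with GST-MLLE for no effect and wells lacking GST-MLLE protein for full effect; some results filed as inactive read as strong as hits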
Target sequence (P11940 whole entry, looked up): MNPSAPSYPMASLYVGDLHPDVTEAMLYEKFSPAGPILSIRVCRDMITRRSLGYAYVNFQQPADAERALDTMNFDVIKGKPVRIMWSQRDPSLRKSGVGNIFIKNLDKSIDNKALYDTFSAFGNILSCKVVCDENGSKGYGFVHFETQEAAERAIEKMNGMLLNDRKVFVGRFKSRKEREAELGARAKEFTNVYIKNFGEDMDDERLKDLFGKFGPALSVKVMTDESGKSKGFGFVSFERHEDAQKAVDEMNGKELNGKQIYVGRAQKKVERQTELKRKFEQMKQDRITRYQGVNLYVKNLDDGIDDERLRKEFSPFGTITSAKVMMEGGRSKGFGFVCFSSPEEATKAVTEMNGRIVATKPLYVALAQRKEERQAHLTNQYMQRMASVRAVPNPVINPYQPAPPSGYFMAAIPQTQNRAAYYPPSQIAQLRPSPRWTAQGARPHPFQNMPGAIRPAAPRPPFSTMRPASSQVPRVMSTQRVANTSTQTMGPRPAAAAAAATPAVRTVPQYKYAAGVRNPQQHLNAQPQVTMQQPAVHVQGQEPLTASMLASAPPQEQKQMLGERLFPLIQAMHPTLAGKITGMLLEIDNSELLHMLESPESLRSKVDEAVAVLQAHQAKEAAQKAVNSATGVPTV
MT1-MMP act inh: blocks activation of human MT1-MMP. P50281. HT1080 RFP-PRO-GFP cells, GFP/RFP ratio fluorescence, overnight; percent of plate control window, DMSO zero. GFP/RFP ratio change, % at 20 µM. actives 0.061% (n = 360,000);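 active = GFP/RFP ratio change of at least 30% with cell ATP level not reduced by more than half and red fluorescence within 50% of control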; also: strong numbers were not always called active
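Read-out: GFP/RFP fluorescence ratio; Test system: RFP-PRO-GFP reporter HT1080 cells; Compound dosing: single-point 20 µM compound, 1% DMSO; Times: overnight compound exposure at 37 °C.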
bovine MsrA act: activates bovine MsrA enzyme; actives 0.3% (n = 360,000); purified bovine MsrA, absorbance read-out; activation, % at 10.6 µM; in the data active = activation above about 7.5%;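 also: 0% = vehicle and 100% = reference activator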
SKN-1 inh: blocks SKN-1 activity in C. elegans; inhibition, % at 21.8 µM; C. elegans VP596 Pgst-4::GFP/RFP ratio, acrylamide-induced, 24 h; AID 624304; actives 0.49% (n = 360,000);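 active = interference check ratio from 0.5 to 1.5 plus GFP to RFP signal ratio inhibition reaching or exceeding a fixed threshold, cut at about 30% in these data, passing the limit was not always enough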; also: some compounds called inactive have numbers as strong as hits
MsrA inhibitor: inhibitors of bovine MsrA; purified bovine MsrA, absorbance read-out; inhibition, % at 15.5 µM; actives 0.75% (n = 360,000); in the data active = inhibition above about 4.5%;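 also: 0% = vehicle wells with enzyme and 100% = reference inhibitor wells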
* hit, by the source's call.

How did COc1ccc(C(=O)/C=C/c2ccc(N3CCCCC3)c([N+](=O)[O-])c2)cc1 do in these assays?
NRP1-CendR mod: -3; FAS TE block: 14; E coli Lon inh: -1; Tb MetRS inh: -1.0; PABP1 MLLE inh: 2; MT1-MMP act inh: -4; bovine MsrA act: -6; SKN-1 inh: 8; MsrA inhibitor: 0.7

How did CCOC(=O)c1cccc(NC(=O)Nc2ccc3c(c2)C(=O)OC3)c1 do in these assays?
NRP1-CendR mod: 6; FAS TE block: 4; E coli Lon inh: -8; Tb MetRS inh: -0.1; PABP1 MLLE inh: -2; MT1-MMP act inh: 5; bovine MsrA act: -3; SKN-1 inh: -1; MsrA inhibitor: -0.8

Results for CCCCOc1ccc(CON(C(C)=O)C(C)=O)cc1Cl ?
NRP1-CendR mod: 16; FAS TE block: 7; E coli Lon inh: -3; Tb MetRS inh: -0.3; PABP1 MLLE inh: 1; MT1-MMP act inh: -1; bovine MsrA act: -1; SKN-1 inh: 5; MsrA inhibitor: -0.3

Results for CCN(c1ccc2c(c1)OCO2)S(=O)(=O)c1cc(Br)cc2c1N(C(=O)C1CC1)CC2 ?
NRP1-CendR mod: -2; FAS TE block: 34; E coli Lon inh: -5; Tb MetRS inh: -1.4; PABP1 MLLE inh: 7; MT1-MMP act inh: -10; bovine MsrA act: -10; SKN-1 inh: -9; MsrA inhibitor: 0.2

Results for O=[N+]([O-])c1ccc(NS(=O)(=O)N2CCOCC2)cc1 ?
NRP1-CendR mod: 0; FAS TE block: -6; E coli Lon inh: -4; Tb MetRS inh: 0.2; PABP1 MLLE inh: 9; MT1-MMP act inh: 1; bovine MsrA act: -5; SKN-1 inh: 2; MsrA inhibitor: 2.0

What do the screens show for `c1ccc(-c2ccc(-c3nc(-c4ccncc4)no3)cc2)cc1`?
NRP1-CendR mod: 1; FAS TE block: -9; E coli Lon inh: -8; Tb MetRS inh: -0.9; PABP1 MLLE inh: -3; MT1-MMP act inh: 1; bovine MsrA act: 5; SKN-1 inh: 11; MsrA inhibitor: -0.2

Results for C=C(C)C(=O)OCC(O)COc1ccc(C(C)(C)c2ccc(OCC(O)COC(=O)C(=C)C)cc2)cc1 (stereo unspecified) ?
NRP1-CendR mod: 6; FAS TE block: 25; E coli Lon inh: -8; Tb MetRS inh: -0.4; PABP1 MLLE inh: 0; MT1-MMP act inh: 3; bovine MsrA act: 7; SKN-1 inh: 14; MsrA inhibitor: 0.7

What do the screens show for `NS(=O)(=O)c1ccc(CCNC(=O)c2ccc3ccccc3n2)cc1`?
NRP1-CendR mod: 2; FAS TE block: -2; E coli Lon inh: -8; Tb MetRS inh: -0.1; PABP1 MLLE inh: -5; MT1-MMP act inh: -1; bovine MsrA act: -4; SKN-1 inh: -2; MsrA inhibitor: -0.8

How did NC1=NC(=Nc2ccccc2)c2ccccc21 do in these assays?
NRP1-CendR mod: -1; FAS TE block: -8; E coli Lon inh: -2; Tb MetRS inh: -0.1; PABP1 MLLE inh: -17; MT1-MMP act inh: -5; bovine MsrA act: 0; SKN-1 inh: 5; MsrA inhibitor: 0.9

How did CC(C)c1ccc(C(=O)Nc2nnc(S(=O)(=O)N3CCOCC3)s2)cc1 do in these assays?
NRP1-CendR mod: -1; FAS TE block: -2; E coli Lon inh: 7; Tb MetRS inh: -0.6; PABP1 MLLE inh: -4; MT1-MMP act inh: 2; bovine MsrA act: -2; SKN-1 inh: 11; MsrA inhibitor: 2.1

What do the screens show for `COC(=O)c1cccc(NC(=O)CC2NCCNC2=O)c1` (stereo unspecified)?
NRP1-CendR mod: 0; FAS TE block: -4; E coli Lon inh: 8; Tb MetRS inh: 0.1; PABP1 MLLE inh: -9; MT1-MMP act inh: 0; bovine MsrA act: 0; SKN-1 inh: -4; MsrA inhibitor: -0.1

Results for O=C(CSCCO)Nc1ccc(C2CCCCC2)cc1 ?
NRP1-CendR mod: -5; FAS TE block: -4; E coli Lon inh: -10; Tb MetRS inh: -0.4; PABP1 MLLE inh: -4; MT1-MMP act inh: -4; bovine MsrA act: 3; SKN-1 inh: 6; MsrA inhibitor: 1.2

What do the screens show for `Cc1cc(NC(=O)COC(=O)C2CCC(=O)N2)c([N+](=O)[O-])cc1C` (stereo unspecified)?
NRP1-CendR mod: -5; FAS TE block: -4; E coli Lon inh: -4; Tb MetRS inh: 0.1; PABP1 MLLE inh: 2; MT1-MMP act inh: 3; bovine MsrA act: -1; SKN-1 inh: -11; MsrA inhibitor: 2.2

What do the screens show for `O=C(NCc1ccccn1)[C@@H]1CCCN1C(=O)[C@@H]1CCCN1C(=O)c1c(F)cccc1F`?
NRP1-CendR mod: -4; FAS TE block: -6; E coli Lon inh: -8; Tb MetRS inh: -0.3; MT1-MMP act inh: -2; bovine MsrA act: 4; SKN-1 inh: -4; MsrA inhibitor: -0.7

How did Cc1ccc(S(=O)(=O)N(CC(=O)N2CCCCCC2)c2ccccc2F)cc1 do in these assays?
NRP1-CendR mod: 12; FAS TE block: 2; E coli Lon inh: 10; Tb MetRS inh: -1.1; PABP1 MLLE inh: 0; bovine MsrA act: -11; SKN-1 inh: -9; MsrA inhibitor: 0.6

Results for O=C(CC1SC(N2CCCCC2)=NC1=O)Nc1cccc(C(=O)Nc2ncccc2O)c1 (stereo unspecified) ?
NRP1-CendR mod: 5; FAS TE block: -7; E coli Lon inh: -8; Tb MetRS inh: -0.2; PABP1 MLLE inh: 16; MT1-MMP act inh: 3; bovine MsrA act: -2; SKN-1 inh: -6; MsrA inhibitor: 1.6

What do the screens show for `COc1ccccc1N(CC(=O)NCCSCc1ccccc1)S(C)(=O)=O`?
NRP1-CendR mod: 3; FAS TE block: -4; E coli Lon inh: -6; Tb MetRS inh: -0.1; PABP1 MLLE inh: -3; MT1-MMP act inh: 4; bovine MsrA act: 0; SKN-1 inh: 16; MsrA inhibitor: 0.8

Results for Cc1ccc(OCC(=O)N/N=C/c2cccn2C)cc1 ?
NRP1-CendR mod: -10; FAS TE block: -2; E coli Lon inh: -10; Tb MetRS inh: -0.2; PABP1 MLLE inh: -3; MT1-MMP act inh: 4; bovine MsrA act: 0; SKN-1 inh: -12; MsrA inhibitor: 2.1

How did O=C(Nc1cccn2ncnc12)c1cccc(C(F)(F)F)c1 do in these assays?
NRP1-CendR mod: 4; FAS TE block: -4; E coli Lon inh: -1; Tb MetRS inh: 0.5; PABP1 MLLE inh: 8; MT1-MMP act inh: 1; bovine MsrA act: -2; SKN-1 inh: 1; MsrA inhibitor: -1.1

Results for O=C(COc1ccc(/C=N/NS(=O)(=O)c2ccccc2)cc1)NCc1ccccc1 ?
NRP1-CendR mod: 3; FAS TE block: -4; E coli Lon inh: -3; Tb MetRS inh: -0.6; PABP1 MLLE inh: -39; MT1-MMP act inh: -9; bovine MsrA act: -1; SKN-1 inh: 0; MsrA inhibitor: 0.1

What do the screens show for `COc1ccc(N2CCN(C(=O)c3cccc(N4C(=O)C5C6C=CC(C6)C5C4=O)c3)CC2)cc1` (stereo unspecified)?
NRP1-CendR mod: 7; FAS TE block: -2; E coli Lon inh: -11; Tb MetRS inh: 0.0; PABP1 MLLE inh: -4; MT1-MMP act inh: -1; bovine MsrA act: -2; SKN-1 inh: -5; MsrA inhibitor: 2.8

Results for Cc1cc(OC(=O)N2CCOCC2)cc(C)c1Cl ?
NRP1-CendR mod: 10; FAS TE block: 0; E coli Lon inh: 2; Tb MetRS inh: 0.5; PABP1 MLLE inh: 2; MT1-MMP act inh: -4; bovine MsrA act: -1; SKN-1 inh: 2; MsrA inhibitor: -0.8

What do the screens show for `O=C(CSc1cccc[n+]1[O-])CSc1cccc[n+]1[O-]`?
NRP1-CendR mod: 8; FAS TE block: -3; E coli Lon inh: -7; Tb MetRS inh: 0.4; PABP1 MLLE inh: 19; MT1-MMP act inh: 8; bovine MsrA act: -3; SKN-1 inh: -12; MsrA inhibitor: 0.2

What do the screens show for `O=C(CSc1nc(-c2ccccc2)c(-c2ccccc2)o1)NC1CCS(=O)(=O)C1` (stereo unspecified)?
NRP1-CendR mod: -10; FAS TE block: 9; E coli Lon inh: 5; Tb MetRS inh: 0.1; PABP1 MLLE inh: -84; MT1-MMP act inh: 3; bovine MsrA act: -4; SKN-1 inh: 5; MsrA inhibitor: 1.6

How did Cc1ccccc1NC(=O)C1CCN(S(=O)(=O)c2cccc3nonc23)CC1 do in these assays?
NRP1-CendR mod: 2; FAS TE block: -2; E coli Lon inh: 4; Tb MetRS inh: -0.3; PABP1 MLLE inh: -8; MT1-MMP act inh: -1; bovine MsrA act: -4; SKN-1 inh: -2; MsrA inhibitor: 0.0

What do the screens show for `COCCNC(=O)C1CCCN(C(=O)c2cc(-c3cccs3)oc2C)CC1` (stereo unspecified)?
NRP1-CendR mod: -9; FAS TE block: -7; E coli Lon inh: -5; Tb MetRS inh: -0.1; PABP1 MLLE inh: 1; MT1-MMP act inh: 5; bovine MsrA act: -1; SKN-1 inh: 7; MsrA inhibitor: -0.5

What do the screens show for `Cc1cccc(-n2cnc3cc(C(=O)N4CCCCC4)ccc32)c1`?
NRP1-CendR mod: -5; FAS TE block: -5; E coli Lon inh: 2; Tb MetRS inh: -1.6; PABP1 MLLE inh: -6; MT1-MMP act inh: -4; bovine MsrA act: -9; SKN-1 inh: 5; MsrA inhibitor: 0.0

Results for COc1ccc(CC(=O)NCc2nnc(SCC(=O)N3CCN(c4ccccc4)CC3)n2C)cc1 ?
NRP1-CendR mod: -4; FAS TE block: -10; E coli Lon inh: -4; Tb MetRS inh: -0.4; PABP1 MLLE inh: 0; MT1-MMP act inh: 0; bovine MsrA act: 2; SKN-1 inh: 19; MsrA inhibitor: -0.7

Results for CCSc1sc(CC)cc1C=O ?
NRP1-CendR mod: 6; FAS TE block: -8; E coli Lon inh: 2; Tb MetRS inh: -0.1; PABP1 MLLE inh: 6; MT1-MMP act inh: 0; bovine MsrA act: -4; SKN-1 inh: 9; MsrA inhibitor: -0.1

Results for OCCC1CN(Cc2ccon2)CCN1Cc1ccc(F)c(F)c1 (stereo unspecified) ?
NRP1-CendR mod: -10; FAS TE block: -4; E coli Lon inh: -7; Tb MetRS inh: -0.2; PABP1 MLLE inh: -9; MT1-MMP act inh: -5; bovine MsrA act: -5; SKN-1 inh: -6; MsrA inhibitor: 0.7

Results for O=C1c2cccnc2C(Nc2ccccc2)N1Cc1ccco1 (stereo unspecified) ?
NRP1-CendR mod: -3; FAS TE block: -4; E coli Lon inh: -1; Tb MetRS inh: -0.6; PABP1 MLLE inh: 5; MT1-MMP act inh: -4; bovine MsrA act: -3; SKN-1 inh: -11; MsrA inhibitor: 0.9

What do the screens show for `O=C(NCCc1c[nH]c2ccccc12)Nc1ccccc1`?
NRP1-CendR mod: 0; FAS TE block: -2; E coli Lon inh: -9; Tb MetRS inh: -0.6; PABP1 MLLE inh: 0; MT1-MMP act inh: -1; bovine MsrA act: -7; SKN-1 inh: -17; MsrA inhibitor: -0.8

Pulled one by one from the entries so far:
Results for Cc1ccc(OCC(=O)N/N=C/c2cccn2C)cc1 ?
NRP1-CendR mod: -10; FAS TE block: -2; E coli Lon inh: -10; Tb MetRS inh: -0.2; PABP1 MLLE inh: -3; MT1-MMP act inh: 4; bovine MsrA act: 0; SKN-1 inh: -12; MsrA inhibitor: 2.1

What do the screens show for `Cc1cccc(-n2cnc3cc(C(=O)N4CCCCC4)ccc32)c1`?
NRP1-CendR mod: -5; FAS TE block: -5; E coli Lon inh: 2; Tb MetRS inh: -1.6; PABP1 MLLE inh: -6; MT1-MMP act inh: -4; bovine MsrA act: -9; SKN-1 inh: 5; MsrA inhibitor: 0.0

Compound activity from PubChem.
